# Compound activity deposited in PubChem BioAssay by several laboratories.
# TROY signal inh = inhibitors of TROY-dependent NF-kB signaling; Q293 LMP1-TROYcd NF-kB luciferase reporter, 4 h; inhibition, % at 10 µM; hit rate 0.98% among 360,000; AID 1347056;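 active = compounds whose plate-normalised and pattern-corrected inhibition of the luciferase reporter signal at the single screening dose is 50% or more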
# CF NFkB block = blocks PAF-induced NF-kB reporter in cystic fibrosis cells. KKLEB NF-kB-GFP reporter, GFP fluorescence overnight. inhibition, % at 5 µM. hit rate 0.86% among 360,000;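 active = at least 50% inhibition at 5 µM, scaled per plate between neutral and stimulator controls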;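 note: PAF is a Pseudomonas aeruginosa culture filtrate used as stimulus; plate controls were PAF-stimulated DMSO wells for no effect and unstimulated DMSO wells for full effect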
# NCOA3 inh = human NCOA3 inhibition. HEK293 GAL4-SRC3 luciferase reporter, luminescence. inhibition, % at 3.6 µM. Q9Y6Q9. hit rate 0.17% among 360,000;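 active = inhibition above a per-campaign cutoff, the mean of all compounds plus 3 SD, cut at about 60% in these data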;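 note: 0% = DMSO-treated cells and 100% = gossypol-treated cells at 36 µM; higher means less SRC3-driven luciferase light from the GAL4 reporter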
# NCOA1 inh = inhibits human SRC1 coactivator; HEK293 GAL4-SRC1 luciferase reporter, luminescence; inhibition, % at 3.6 µM; hit rate 0.12% among 360,000; AID 588354;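 active = inhibition above the campaign mean plus 3 SD, with each screening campaign given its own cutoff, cut at about 60% in these data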;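 note: 0% = DMSO treated cells and 100% = gossypol at 36 µM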
# NR5A2 inv ag = suppresses constitutive activity of human LRH-1 | inhibition, % at 3.6 µM | HEK293T StAR-luciferase reporter, LRH-1 transfected, 24 h | O00482 | AID 602396 | hit rate 0.13% among 360,000;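 active = inhibition above the mean inhibition of all tested compounds plus 3 SD, cut at about 73% in these data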;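 note: 0% = DMSO wells and 100% = reporter-only cells lacking LRH-1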
# Target sequence (O00482 whole entry, looked up): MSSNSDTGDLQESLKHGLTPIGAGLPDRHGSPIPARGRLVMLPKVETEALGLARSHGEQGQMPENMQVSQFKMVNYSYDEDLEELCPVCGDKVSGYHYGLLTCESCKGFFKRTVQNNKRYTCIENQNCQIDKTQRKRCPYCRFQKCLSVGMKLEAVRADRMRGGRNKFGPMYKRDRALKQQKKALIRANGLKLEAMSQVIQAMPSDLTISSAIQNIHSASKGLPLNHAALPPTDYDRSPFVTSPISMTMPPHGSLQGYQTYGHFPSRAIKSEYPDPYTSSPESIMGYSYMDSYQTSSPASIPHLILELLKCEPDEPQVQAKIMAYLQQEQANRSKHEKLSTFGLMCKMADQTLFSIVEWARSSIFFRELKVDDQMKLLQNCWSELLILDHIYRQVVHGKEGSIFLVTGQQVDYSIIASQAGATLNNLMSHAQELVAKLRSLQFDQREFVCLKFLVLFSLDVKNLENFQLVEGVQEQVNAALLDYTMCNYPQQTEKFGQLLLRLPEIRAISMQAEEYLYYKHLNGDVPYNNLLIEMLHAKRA
# NR2F2 inh = inhibitors of human COUP-TFII (NR2F2). P24468. HEK293T NGFI-A luciferase reporter, luminescence. inhibition, % at 8.6 µM. hit rate 0.7% among 370,000. AID 686940;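 active = inhibition above a per-plate cutoff, mean inhibition of test wells between control levels plus 3 SD, cut at about 38% in these data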;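 note: cells cotransfected with COUP-TFII expression vector driving the NGFI-A reporter; 0% = median of COUP-TF2 test wells and 100% = reporter-only cells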
# Target sequence (P24468 whole entry, looked up): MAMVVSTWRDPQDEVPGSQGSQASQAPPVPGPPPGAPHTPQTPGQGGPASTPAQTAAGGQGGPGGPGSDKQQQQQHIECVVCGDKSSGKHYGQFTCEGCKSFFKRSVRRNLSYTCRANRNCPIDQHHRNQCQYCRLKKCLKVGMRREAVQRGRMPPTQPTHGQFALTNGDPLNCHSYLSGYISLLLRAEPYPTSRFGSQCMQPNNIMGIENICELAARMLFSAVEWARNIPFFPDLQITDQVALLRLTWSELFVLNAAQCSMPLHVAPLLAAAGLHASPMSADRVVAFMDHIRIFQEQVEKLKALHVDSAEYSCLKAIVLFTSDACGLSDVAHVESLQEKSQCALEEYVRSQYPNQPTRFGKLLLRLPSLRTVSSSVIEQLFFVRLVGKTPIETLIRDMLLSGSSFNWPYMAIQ
# C8 TRAIL sens = sensitizes caspase-8 expressing cells to TRAIL. NB7+C8 cells + TRAIL, ATPlite viability luminescence. inhibition (viability loss, TRAIL sensitization), % at 10 µM. hit rate 1% among 360,000. AID 624354;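 active = compounds causing at least 50% loss of cell viability in the single-dose screen, relative to plate controls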
# KKLEB tox = CF airway cell cytotoxicity counter-screen. KKLEB CF airway cells viability, ATPlite luminescence, overnight; stronger effect = lower value; cells stimulated with P. aeruginosa culture filtrate. activity change (cytotoxicity), % at 5 µM. hit rate 0.36% among 360,000. AID 602141;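 active = corrected activity change at or below -50% at 5 µM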
# TWEAK-Fn14 inh = blocks TWEAK-Fn14 interaction in a reporter cell assay. TWEAK-stimulated Fn14 reporter cells, luciferase luminescence, 8 h. hit rate 2% among 360,000. inhibition, % at 10 µM; in the data active = inhibition above about 50%
# EBV LMP1 NFkB = Epstein-Barr LMP1 NF-kappaB reporter inhibition | LMP1-induced NF-kappaB luciferase reporter cells, luminescence | inhibition, % at 12.5 µM | hit rate 0.69% among 350,000 | AID 504558; in the data active = inhibition above about 41%; inconclusive = no clear call, values can overlap the other calls;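 note: 0% = neutral control wells and 100% = reference inhibitor control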
# SRC2 inh = inhibits human steroid receptor coactivator 2 | Q15596 | HEK293 GAL4-SRC2 luciferase reporter, luminescence | inhibition, % at 9 µM | hit rate 0.17% among 370,000 | AID 651957;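 active = inhibition above the mean inhibition of all tested compounds plus 3 SD, set per campaign, cut at about 52% in these data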;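 note: 0% = DMSO treated cells and 100% = cells given Gossypol at 36 µM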
# * = called active by the depositor; ? = inconclusive; / = not tested or not shown.
# The opening 13 entries, to show the layout:
SMILES,TROY signal inh,CF NFkB block,NCOA3 inh,NCOA1 inh,NR5A2 inv ag,NR2F2 inh,C8 TRAIL sens,KKLEB tox,TWEAK-Fn14 inh,EBV LMP1 NFkB,SRC2 inh
CCCCCn1c(=O)[nH]c2c(c1=O)CCC2,-11,-1,13,9,5,-24,-1,2,0,-2,-22
O=S(=O)(c1ccc(Cl)cc1)N1CCCC(c2nc(-c3ccc(F)cc3)no2)C1 (stereo unspecified),2,21,-5,-13,2,0,20,1,25,7,-3
CCOc1ccc(C(=O)Nc2ccc3[nH]ncc3c2)cc1,-44,3,-118,-83,-98,-52,72*,-12,9,-7,-56
CCOc1cccc(-c2cc(C(=O)N/N=C/c3ccc(OC)c(CN4CCOCC4)c3)c3ccccc3n2)c1,-24,-6,-5,-18,17,4,28,-13,23,9,-24
CCOC(=O)c1c(C)[nH]c(C)c1S(=O)(=O)N1c2ccccc2CC1C (stereo unspecified),-20,-12,0,-10,17,0,-10,4,9,5,-9
O=C(N1CCN(c2ccccc2)CC1)C12CC3CC(CC(C3)C1)C2,7,-8,-3,-1,-13,21,-2,6,7,-4,-5
COc1cc(C(=O)N(C)Cc2cccc(OC)c2OC)ccc1OCC(=O)Nc1cccc(C(F)(F)F)c1,37,-7,23,-1,-6,-4,29,8,45,28,4
COc1cc2c(cc1NC(=O)COc1ccc3ccccc3c1)oc1ccccc12,5,11,-13,9,0,2,5,-10,-6,3,-4
O=C(Nc1ccc(F)cc1)C1CC(=O)n2ncnc2N1 (stereo unspecified),7,-2,5,-14,-1,-11,-4,6,-13,4,14
CCc1c(C)nc(SCC(=O)N2CCN(c3ccccc3)CC2)[nH]c1=O,9,-8,-3,6,18,-23,0,14,7,-3,-4
COc1ccc(N2CCN(C(=O)c3ccc(CNc4c(N5CCOCC5)c(=O)c4=O)cc3)CC2)cc1,-9,16,-25,-8,22,-2,0,-10,-8,-5,22
COc1cc(NC(=O)c2cc3ccccc3cc2OC)ccc1NC(=O)c1cccs1,-4,59*,33,8,22,-17,32,17,24,23,20
COc1cc(C)c(CN2CCC(Cc3ccccc3)CC2)cc1C,10,-1,-6,18,18,-26,6,0,-6,15,-38

# Results (from the top)
SMILES,TROY signal inh,CF NFkB block,NCOA3 inh,NCOA1 inh,NR5A2 inv ag,NR2F2 inh,C8 TRAIL sens,KKLEB tox,TWEAK-Fn14 inh,EBV LMP1 NFkB,SRC2 inh
CCCCCn1c(=O)[nH]c2c(c1=O)CCC2,-11,-1,13,9,5,-24,-1,2,0,-2,-22
O=S(=O)(c1ccc(Cl)cc1)N1CCCC(c2nc(-c3ccc(F)cc3)no2)C1 (stereo unspecified),2,21,-5,-13,2,0,20,1,25,7,-3
CCOc1ccc(C(=O)Nc2ccc3[nH]ncc3c2)cc1,-44,3,-118,-83,-98,-52,72*,-12,9,-7,-56
CCOc1cccc(-c2cc(C(=O)N/N=C/c3ccc(OC)c(CN4CCOCC4)c3)c3ccccc3n2)c1,-24,-6,-5,-18,17,4,28,-13,23,9,-24
CCOC(=O)c1c(C)[nH]c(C)c1S(=O)(=O)N1c2ccccc2CC1C (stereo unspecified),-20,-12,0,-10,17,0,-10,4,9,5,-9
O=C(N1CCN(c2ccccc2)CC1)C12CC3CC(CC(C3)C1)C2,7,-8,-3,-1,-13,21,-2,6,7,-4,-5
COc1cc(C(=O)N(C)Cc2cccc(OC)c2OC)ccc1OCC(=O)Nc1cccc(C(F)(F)F)c1,37,-7,23,-1,-6,-4,29,8,45,28,4
COc1cc2c(cc1NC(=O)COc1ccc3ccccc3c1)oc1ccccc12,5,11,-13,9,0,2,5,-10,-6,3,-4
O=C(Nc1ccc(F)cc1)C1CC(=O)n2ncnc2N1 (stereo unspecified),7,-2,5,-14,-1,-11,-4,6,-13,4,14
CCc1c(C)nc(SCC(=O)N2CCN(c3ccccc3)CC2)[nH]c1=O,9,-8,-3,6,18,-23,0,14,7,-3,-4
COc1ccc(N2CCN(C(=O)c3ccc(CNc4c(N5CCOCC5)c(=O)c4=O)cc3)CC2)cc1,-9,16,-25,-8,22,-2,0,-10,-8,-5,22
COc1cc(NC(=O)c2cc3ccccc3cc2OC)ccc1NC(=O)c1cccs1,-4,59*,33,8,22,-17,32,17,24,23,20
COc1cc(C)c(CN2CCC(Cc3ccccc3)CC2)cc1C,10,-1,-6,18,18,-26,6,0,-6,15,-38
CCCn1c(=O)c2c(nc3n2CCCN3CCc2ccc(OC)c(OC)c2)n(C)c1=O,2,1,12,-15,16,-5,-18,-3,27,-1,-1
CCc1ccc(C(O)(c2ccccc2OC)C(CN2CCOCC2)c2ccccc2)cc1 (stereo unspecified),18,9,3,-10,1,2,1,0,8,7,-7

# 2 compounds from above with just TWEAK-Fn14 inh, NR2F2 inh and NCOA1 inh.
Structure	TWEAK-Fn14 inh	NR2F2 inh	NCOA1 inh
CCCCCn1c(=O)[nH]c2c(c1=O)CCC2	0	-24	9
CCOc1cccc(-c2cc(C(=O)N/N=C/c3ccc(OC)c(CN4CCOCC4)c3)c3ccccc3n2)c1	23	4	-18

# (listing goes on)
SMILES,TROY signal inh,CF NFkB block,NCOA3 inh,NCOA1 inh,NR5A2 inv ag,NR2F2 inh,C8 TRAIL sens,KKLEB tox,TWEAK-Fn14 inh,EBV LMP1 NFkB,SRC2 inh
COc1ccc(-c2cc(=O)oc3c(C)c(OCC(=O)N[C@@H](Cc4ccc(O)cc4)C(=O)O)ccc23)cc1,-5,-7,20,-1,-9,21,-10,21,25,-2,14
Cc1ccc(/C=C/C(=O)N2CCc3ccccc32)o1,-5,-6,-64,-116,-212,-60,17,-2,10,-34,-32
COc1ccc(CCNc2ncnc3c2nnn3Cc2ccccc2)cc1OC,7,23,2,-1,10,22,10,-10,-5,7,7
N#Cc1c(N)nc2c(c1-c1ccc(Br)s1)CCCC2,4,5,-8,8,-2,-11,5,-2,-23,-3,3
O=C(O)c1cnn(-c2nc(-c3ccc(Br)cc3)cs2)c1C(F)(F)F,-34,3,-77,-44,-55,-36,-4,7,9,-30,-35
COc1ccc(C2(c3ccc(OC)cc3)NC(=O)N(CC(=O)Nc3cc(C)on3)C2=O)cc1,6,14,4,-1,-7,17,14,-8,-18,-2,-10
CCCCN1CC(C)(C)[C@H](CC(=O)Nc2ccccc2)C1=O,0,0,5,-8,29,-10,-14,14,8,-2,20
CC(=O)[C@H]1CCC2C3CC=C4C[C@@H](O)CC[C@]4(C)C3CC[C@@]21C (stereo partly specified),-15,-10,8,-16,-11,5,-1,10,1,-18,20
COc1cccc(/C=N/NC(=O)CCCC(=O)NC2CCCCC2)c1,-15,12,11,-62,11,-4,1,4,0,-22,-9
Cc1ccc(CC2S/C(=C(/C#N)C(=O)N3CCOCC3)N(c3ccccc3)C2=O)cc1 (stereo unspecified),8,-3,13,5,12,18,8,4,-7,3,-44
COCCNC(=O)C(c1cccc(OC)c1)N(Cc1cccs1)C(=O)Cn1nnc2ccccc21 (stereo unspecified),-11,1,17,-3,4,1,6,8,-8,0,-1
N#CCCN1CCN(S(=O)(=O)c2ccc(S(=O)(=O)NC3CC3)cc2)CC1,-13,14,4,-49,-2,-4,-11,-5,8,7,0
CNC(=O)c1c(I)c(C(=O)NCC(=O)Nc2c(I)c(C(=O)O)c(I)c(C(=O)NCCO)c2I)c(I)c(N(C)C(C)=O)c1I,-18,22,20,13,-32,/,1,28,8,2,/
CCOc1ncccc1C(=O)OCc1csc(CC(=O)Nc2ccccc2C)n1,3,6,-18,8,-8,-9,-3,1,-7,3,8
CCCCn1c(N)c(N(CCOC)C(=O)c2cccc(OCc3ccccc3)c2)c(=O)[nH]c1=O,-7,-10,8,-3,-16,-4,2,-3,21,-3,14
O=C(O)/C=C/C(=O)N1N=C(c2ccco2)CC1c1ccco1 (stereo unspecified),-9,1,-6,-1,3,12,7,10,1,7,18
COc1ccc(CCNC(=O)C2CCN(C(=O)c3ccc([N+](=O)[O-])cc3)CC2)cc1,19,2,5,0,-2,10,-3,11,8,-17,-14
COc1ccc(CC(=O)OC(C)C(=O)Nc2ccc(S(N)(=O)=O)cc2)cc1 (stereo unspecified),6,4,-31,4,-9,-15,0,5,12,2,-17
O=C(NCC1CCCCC1)c1ccc2nc([C@@H]3O[C@H](CO)[C@H](O)[C@H](O)[C@H]3O)[nH]c2c1,-1,-5,-1,0,10,6,-2,4,-2,/,-14
O=C(Nc1ccccc1)c1cc([N+](=O)[O-])ccc1NC1CCCCC1,8,18,16,-19,36,8,32,-5,-57,-5,-10
COC(=O)c1ccccc1NC(=S)NC(=O)C1CCCCC1,-11,-7,9,14,-3,-2,0,0,-1,0,-1
COCCn1c(=O)[nH]c2cc(C(=O)OC)ccc2c1=O,0,-5,2,15,19,-8,7,10,6,-6,1
CC(C)n1c(CN2CCN(C(=O)c3ccco3)CC2)nc2c1c(=O)n(C)c(=O)n2C,14,-1,0,8,3,16,-4,-13,1,-2,-13
Cc1cccc(NC(=S)N=Nc2c(O)n(C)c3ccc(S(=O)(=O)N4CCOCC4)cc23)c1,-11,-5,7,-7,-1,6,24,-3,-7,?,-3
CCOc1ccc(CNS(=O)(=O)c2c(C(=O)N3CCCC3)c(C)n(C)c2C)cc1OC,-19,25,17,0,5,5,-2,0,9,-1,-6
COc1cc(OC)cc(C(=O)Nc2ccc3c(c2)OCCO3)c1,-42,14,-60,-53,-118,-33,51*,-9,-21,-3,-62
